# SENP7 inh – inhibitors of human SENP7 protease. recombinant SENP7, Z-RLRGG-aminoluciferin luminescence, 40 min. inhibition, % at 5 µM. hit rate 1.5% among 330,000. AID 434973;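 active = inhibition above about 50% at the single test dose, limit read from the data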;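 note: plate controls were DMSO with enzyme for no effect and no enzyme buffer wells for full effect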
# Target sequence (Q9BQF6 706-1050 limits assumed): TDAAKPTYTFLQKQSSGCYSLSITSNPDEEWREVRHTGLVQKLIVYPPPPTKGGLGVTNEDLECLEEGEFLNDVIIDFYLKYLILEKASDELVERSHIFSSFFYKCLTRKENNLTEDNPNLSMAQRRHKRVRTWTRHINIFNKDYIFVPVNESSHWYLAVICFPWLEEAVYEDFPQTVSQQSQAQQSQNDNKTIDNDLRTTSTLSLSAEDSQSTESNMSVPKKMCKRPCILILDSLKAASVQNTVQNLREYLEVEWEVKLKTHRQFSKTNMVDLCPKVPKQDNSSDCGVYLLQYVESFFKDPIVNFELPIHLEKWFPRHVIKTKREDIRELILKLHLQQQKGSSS
# HKDC1 inh – HKDC1 (human) hexokinase inhibition | recombinant HKDC1, G6PDH/diaphorase resazurin coupled fluorescence | Q2TB90 | hit rate 0.16% among 340,000 | inhibition, % at 20 µM;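 active = inhibition above about 35% when tested at 20 µM, limit read from the data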;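 note: plate controls were DMSO wells with enzyme for no effect and DMSO wells lacking enzyme for full effect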
#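 Test system: HK5 enzyme. Quantity: 5 µg/mL HK5 final. Reagent: glucose and ATP substrates. Schedule: 90 min reaction incubation at room temperature, dark. Technique: resazurin-to-resorufin fluorescence via G6PDH and diaphorase coupling, 525/613 nm. Control set: DMSO wells with and without enzyme mix.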
# SENP8 block-1 – blocks the human protease SENP8. Q96LD8. purified SENP8, Z-RLRGG-aminoluciferin cleavage, luminescence. inhibition, % at 10 µM. hit rate 1.2% among 330,000. AID 2540; in the data active = inhibition above about 50%
# Target sequence (Q96LD8 whole entry, looked up): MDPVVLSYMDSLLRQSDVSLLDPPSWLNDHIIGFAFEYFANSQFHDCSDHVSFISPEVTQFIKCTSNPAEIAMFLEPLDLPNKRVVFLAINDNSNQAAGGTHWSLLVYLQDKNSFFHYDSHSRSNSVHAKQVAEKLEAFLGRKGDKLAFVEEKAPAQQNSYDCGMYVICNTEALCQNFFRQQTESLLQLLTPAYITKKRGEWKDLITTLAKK
# SENP1 inh – blocks the human SENP1 SUMO protease catalytic domain. AID 624204. hit rate 0.21% among 360,000. inhibition, % at 10 µM. recombinant SENP1 catalytic domain, CyPet-SUMO1-YPet FRET cleavage;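 active = inhibition at least 30% at 10 µM, raw YFP signal under a set limit, fluorescence ratio 0.5 to 1.5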;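 note: 0% = enzyme with DMSO and 100% = no enzyme wells; some results filed as inactive read as strong as hits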
#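 Test system: recombinant human SENP1 catalytic domain, His6-tagged / Medium: pH 8 Tris buffer with EDTA, NaCl, BME, BSA, NP40, catalase / Also added: SUMO1 FRET substrate flanked by Cypet and Ypet, 25 nM / Times: 50 min reaction at room temperature / Signal: FRET, CFP and YFP emission / Control set: no-enzyme low control and enzyme-plus-DMSO high control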
# SENP6 block – inhibitors of human SENP6 protease. Q9GZR1. Recombinant SENP6 catalytic domain, aminoluciferin luminescence. inhibition, % at 10 µM. hit rate 1.8% among 330,000;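 active = inhibition above about 50% at the single tested dose, limit read from the data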;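 note: plate controls were DMSO wells with enzyme for no effect and DMSO wells lacking enzyme for full effect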
# Target sequence (Q9GZR1 628-1112 limits assumed): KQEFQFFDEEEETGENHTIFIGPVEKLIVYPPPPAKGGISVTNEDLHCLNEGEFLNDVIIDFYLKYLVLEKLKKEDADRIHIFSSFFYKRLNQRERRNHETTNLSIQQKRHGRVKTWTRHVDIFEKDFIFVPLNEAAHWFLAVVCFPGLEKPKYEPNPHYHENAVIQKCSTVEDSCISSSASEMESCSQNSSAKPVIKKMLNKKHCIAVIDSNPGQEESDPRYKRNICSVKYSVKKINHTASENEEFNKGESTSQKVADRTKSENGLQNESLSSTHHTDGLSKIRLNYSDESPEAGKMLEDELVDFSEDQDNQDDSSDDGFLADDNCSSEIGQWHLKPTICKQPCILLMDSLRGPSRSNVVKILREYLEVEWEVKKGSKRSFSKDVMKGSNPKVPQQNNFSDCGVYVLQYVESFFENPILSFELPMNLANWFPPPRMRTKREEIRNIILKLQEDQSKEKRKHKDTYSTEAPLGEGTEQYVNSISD
# SENP8 block-2 – SENP8 (human) protease inhibition. Q96LD8. recombinant SENP8, Nedd8 substrate fluorescence. inhibition, % at 20 µM. hit rate 0.64% among 360,000. AID 602440; in the data active = inhibition mostly above about 40%, no sharp cut-off; inactive = mostly below about 27%
# Apaf1 inhib – blocks human Apaf-1 apoptosome activity. O14727. reconstituted apoptosome caspase-3 activity, DEVD-Rh110 fluorescence. inhibition, % at 20 µM. hit rate 0.71% among 330,000. AID 489030; active = inhibition of at least 40% at 20 µM;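 note: plate controls were DMSO wells for no effect and DEVD-CHO caspase inhibitor wells for full effect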
#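 detection = Rh110 fluorescence intensity | test system = biochemical Apaf-1 apoptosome reconstitution | also added = cytochrome c and DEVD-Rh110 substrate | schedule = 30 min plus 50 min, RT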
# PfGluPho inh – PfG6PD (Plasmodium falciparum) enzyme inhibition; PfGluPho enzyme, NADPH resazurin-diaphorase fluorescence; inhibition, % at 20 µM; hit rate 0.78% among 350,000;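 active = inhibition reaching at least a set limit at 20 µM in the primary screen, cut at about 59% in these data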;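 note: 0% = DMSO wells with substrate and 100% = DMSO wells lacking glucose-6-phosphate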
# An asterisk follows results filed as active; i = inactive; / = no result given.
SMILES,SENP7 inh,HKDC1 inh,SENP8 block-1,SENP1 inh,SENP6 block,SENP8 block-2,Apaf1 inhib,PfGluPho inh
CC(=O)c1cc(-c2ccc(F)cc2)n(CCC(=O)NC(C)(C)C)c1C,4,-8,-8,2,2,5,-10,6
CCOC(=O)c1cn2nc(Oc3cccc(F)c3)ccc2n1,-13,-6,-5,1,4,-414,-9,2
CCN(C(=O)CSc1nnc(C2CC2)n1-c1ccccc1)C1CCS(=O)(=O)C1 (stereo unspecified),-3,1,-4,1,-10,10,-3,-15
O=c1c2ccccc2nc(SCc2nnc(-c3ccccc3)o2)n1-c1ccc(F)cc1F,17,-2,-2,1,-16,10,13,22
Cc1cccc(OCC(=O)Nc2ccc(CN3CCOCC3)cc2)c1C,5,-1,6,3,-6,6,-8,8
CCOc1ccc(NC(=O)CN(C)C(=O)CN2C(=O)C3CCCCC3C2=O)cc1OCC (stereo unspecified),16,5,6,1,-4,12,-3,-15
O=C(NCC1CCCO1)c1cc(S(=O)(=O)N2CCCCC2)ccc1Cl (stereo unspecified),8,0,5,0,11,5,5,-12
O=C(NNC(=O)c1ccncc1)Nc1cc(Cl)ccc1Cl,/,-3,/,1,/,-1,/,-14
CC(C)CN(C(=O)CCNC(=O)c1ccc([N+](=O)[O-])cc1)C1CCS(=O)(=O)C1 (stereo unspecified),2,-7,3,2,11,12,-5,-3
CC(=O)Oc1cccc(N2C(=O)c3ccc(C(=O)Nc4c[nH]c(=O)[nH]c4=O)cc3C2=O)c1,-5,3,-15,0,-11,1,-9,2
COc1ccc(C(C)NC(=O)CCc2ccccc2)cc1 (stereo unspecified),8,1,4,-2,-9,0,-14,3
c1ccc2c(c1)ncn2Cc1nnc2sc(-c3ccncc3)nn12,-9,-5,8,0,13,-1,0,54
Cc1cccc(S(=O)(=O)NCCC(=O)OCC(=O)Nc2ccc(C#N)cc2)c1,8,7,-3,4,9,15,15,-6
CCCCN(C(=O)c1ccc2c(c1)OCO2)c1c(N)n(CCCC)c(=O)[nH]c1=O,1,-7,1,0,-1,16,-2,8
COc1ccc(-c2nc[nH]c2[N+](=O)[O-])cc1,-7,0,1,2,-6,49*,2,0
CN(C)S(=O)(=O)c1cccc(C(=O)OCC(=O)N2CCCC2=O)c1,-5,-5,-7,0,-11,4,13,-2
COc1ccc(NC(=O)c2oc3ccc(S(=O)(=O)N4CCOCC4)cc3c2C)c(OC)c1,/,-5,/,1,/,10,/,-2
O=C(O)CCC(=O)NNc1nc2ccccc2nc1-c1ccccc1,-2,-4,3,3,13,-12,2,22
O=C(Cn1nnc(-c2ccccc2NC(=O)c2ccco2)n1)NC1CCCCC1,0,-11,11,-7,-3,11,-6,-26
CCOc1ccc(NS(=O)(=O)c2ccc(C(=O)N3CCCC(C)C3)cc2)cc1 (stereo unspecified),-5,-3,11,-1,3,23,10,3

# An excerpt from above in order of the SENP6 block value, lowest first.
compound,SENP7 inh,HKDC1 inh,SENP1 inh,SENP6 block,PfGluPho inh
CN(C)S(=O)(=O)c1cccc(C(=O)OCC(=O)N2CCCC2=O)c1,-5,-5,0,-11,-2
COc1ccc(C(C)NC(=O)CCc2ccccc2)cc1 (stereo unspecified),8,1,-2,-9,3
CCCCN(C(=O)c1ccc2c(c1)OCO2)c1c(N)n(CCCC)c(=O)[nH]c1=O,1,-7,0,-1,8
O=C(O)CCC(=O)NNc1nc2ccccc2nc1-c1ccccc1,-2,-4,3,13,22

# The list goes on.
SMILES,SENP7 inh,HKDC1 inh,SENP8 block-1,SENP1 inh,SENP6 block,SENP8 block-2,Apaf1 inhib,PfGluPho inh
Cn1c(=O)c2c(ncn2CC(=O)N2CCN(C(=O)c3ccco3)CC2)n(C)c1=O,9,-7,5,2,-19,3,-7,8
Oc1ccc2ccccc2c1CN1CC2CCC(CC2)C1,/,11,/,3,/,-389,/,19
COc1ccc(CC(=O)N2N=C(C)CC2(O)c2cccnc2)cc1OC (stereo unspecified),3,-5,1,2,1,-5,1,-10
CC(C)COP(=O)(c1ccc(N(C)C)cc1)C(O)c1ccccc1F (stereo unspecified),10,-1,3,-6,6,8,-5,-9
Cc1cc(O)ccc1-c1cnc2ccccc2n1,-18,1,-7,1,0,-28,6,15
O=C(c1ccccc1)C1CCN(c2ncccc2[N+](=O)[O-])CC1,8,-2,-2,2,-9,27,-6,1
COc1ccccc1NC(=O)C(=N\O)/C(C)=N/O,-9,13,-9,3,-45,22,12,-1
Cc1ccccc1C1=N/C(=C/c2cccs2)C(=O)O1,9,-8,-1,-2,9,7,3,18
Cc1ccc(S(=O)(=O)NC(=O)NCCc2ccccc2)cc1,-2,-9,2,3,3,5,-4,-7
CCCCNC(=O)N1CCN(C(c2ccccc2)c2ccccc2)CC1,5,-3,2,2,-1,13,11,12
COc1ccc(C)cc1S(=O)(=O)NCC(c1ccc2c(c1)OCO2)N1CCOCC1 (stereo unspecified),-5,-2,-2,0,-11,8,7,-12
COc1ccc(-c2noc(CCC(=O)NC3CCCCC3)n2)cc1OC,-10,1,-3,4,-1,2,1,-8
CC(=O)Oc1ccc2ccccc2c1C(NC(=O)Cc1ccccc1)c1ccccc1 (stereo unspecified),-6,-6,-3,-1,-10,6,13,4
COc1ccccc1-c1nnc(SCC(=O)NCc2cccs2)n1N,-3,3,-3,2,-23,19,1,4
Cc1c(C)n(Cc2ccccc2)c2ncnc(Cl)c12,0,-1,5,2,11,7,8,4
CC(C)OC(=O)c1ccc(COC(=O)CNC(=O)c2ccco2)cc1,6,-3,-5,-1,17,8,7,-5
CC(O)(c1cccs1)C(C(=O)O)c1ccccc1 (stereo unspecified),/,-4,/,0,/,0,/,10
Cc1cc(C(=O)NC2CCCN(Cc3ccc(Cl)cc3)C2)no1 (stereo unspecified),15,-3,-7,-5,-8,1,15,-2
Cc1c(C(=O)NCCCc2ccccc2)cccc1[N+](=O)[O-],-1,-2,4,0,-12,11,-3,16
CN1CCN(C(=O)/C(C#N)=C/c2ccc(F)cc2)CC1,6,-7,-2,-2,-8,12,12,-17

# Entries of single compounds, looked up by structure. Values in the order: SENP7 inh	HKDC1 inh	SENP8 block-1	SENP1 inh	SENP6 block	SENP8 block-2	Apaf1 inhib	PfGluPho inh
# Record of CCCCN(C(=O)c1ccc2c(c1)OCO2)c1c(N)n(CCCC)c(=O)[nH]c1=O : 1	-7	1	0	-1	16	-2	8
# Record of O=C(Cn1nnc(-c2ccccc2NC(=O)c2ccco2)n1)NC1CCCCC1 : 0	-11	11	-7	-3	11	-6	-26

# Going on with the list:
SMILES,SENP7 inh,HKDC1 inh,SENP8 block-1,SENP1 inh,SENP6 block,SENP8 block-2,Apaf1 inhib,PfGluPho inh
O=C(COC(=O)COc1ccccc1)Nc1ccc(Br)cc1F,1,-2,0,5,-2,3,6,-6
OCCN(Cc1ccccc1)C(=S)Nc1ccc(F)cc1,6,-7,-10,1,-13,7,3,13
C1CCN(Cc2nnnn2C2CCCC2)CC1,4,-7,5,0,-19,15,-13,-7
COc1cc2oc(=O)ccc2cc1[C@H](O)[C@@H](O)C(C)(C)O,4,1,-5,2,-26,i,2,-7
CSc1ccccc1OCc1cc(C(=O)N[C@H]2CCCCNC2=O)no1,2,2,8,2,1,-1,2,4
Cc1cccc(CNc2ncnc3ccc(-c4cccnc4)cc23)c1,3,3,5,3,0,-303,6,-5
CCOC(=O)N1CCN(c2nc(-c3ccc(OC)cc3)no2)CC1,14,-10,2,2,6,20,-3,10
COc1ccc(NC2C=CS(=O)(=O)C2)cc1 (stereo unspecified),-7,3,-7,-18,-2,20,3,1
O=C(OCCN=C1NS(=O)(=O)c2ccccc21)c1ccco1,2,-3,1,1,2,11,3,-22
COc1cc(Cl)ccc1NC(=S)N(CCCN1CCOCC1)Cc1cn(C)c2ccccc12,-3,-7,-4,1,-21,19,-5,56
NS(=O)(=O)c1ccc(NC(=S)Nc2nn(Cc3ccc(Cl)cc3Cl)cc2Cl)cc1,-4,7,-4,3,-6,14,22,-7
Cc1cc2[nH]c(=O)c(=O)[nH]c2cc1S(=O)(=O)Nc1ccccc1F,4,2,-3,1,-23,-85,5,9
Cc1cc(NC(=O)C(C)C)ncc1NC(=O)CCc1ccccc1,3,1,-3,0,7,31,3,3
CCCCCCn1cnc2c(oc3nc4c(cc32)CCCC4)c1=O,-9,-5,-16,-4,-17,-2,19,-10
COc1cc(C(=O)N(Cc2cccnc2)Cc2cc3cc4c(cc3[nH]c2=O)OCCO4)cc(OC)c1OC,11,1,-4,0,16,-282,7,-13
CC[N+](CC)(CC)CCCCOc1ccc2c(c1)C(=O)c1cc(OCCCC[N+](CC)(CC)CC)ccc1-2,0,7,-1,1,-6,24,14,9
O=C(Nc1ccc2cn[nH]c2c1)c1ccc(S(=O)(=O)N2CCOCC2)cc1,13,2,7,0,19,11,0,11
CC1=CC2=NC(=O)CC(C)(C(=O)N(CC(=O)NC3CCCC3)c3ccccc3F)N2C=C1 (stereo unspecified),1,-5,8,-1,6,-281,6,5
COc1ccc(CCN(/C=C2\Sc3ccccc3C2=O)C(C)=O)cc1OC,16,5,-2,-176,-19,-35,1,-4
CCOC(=O)c1ccc(Cl)c(NC(=O)c2ccc(-c3ccccc3)cc2)c1,2,-7,10,2,6,5,-4,-14
O=C(N/N=C/c1ccc(O)cc1)c1cc(-c2ccccc2)nc2ccccc12,9,4,5,1,8,4,18,4
CC(C)Oc1ccc(C(=O)OCC(=O)NCCNC(=O)COC(=O)c2ccc(OC(C)C)cc2)cc1,-2,-2,6,1,-5,1,18,-2
CC(C)c1ccc(NC(=O)CSc2n[nH]c(=O)n2-c2cccnc2)cc1,-1,-2,-3,-1,-12,5,-1,0
COc1ccc(C(=O)NNC(=O)CN2CCC(n3nnc4cc(C)ccc43)CC2)cc1,-1,2,0,-3,-7,18,21,-20
COCCn1c(-c2ccccc2)csc1=Nc1cccnc1,5,10,19,1,2,17,4,-18
Cc1ccc(C)c(-n2ccnc2SCC(=O)O)c1,-8,-8,-2,0,-10,27,-465,-44
CCC(C)(C)NC(=O)C(c1ccc(C)cc1)N(Cc1ccco1)C(=O)Cn1nnc2ccccc21 (stereo unspecified),3,-3,-2,1,-7,29,10,-3
CC(=O)c1ccc(OCCCC(=O)NCc2nnc3ccccn23)cc1,3,-1,11,0,-2,8,-3,-4
CC(=O)c1ccc(N2CCN(C(=O)/C=C/c3ccc4ccccc4n3)CC2)cc1,11,-3,-3,2,-15,-7,14,-10
COc1ccc2cc1Oc1ccc(cc1)C[C@H]1c3cc(c(OC)cc3CCN1C)Oc1c(OC)c(OC)cc3c1[C@@H](C2)N(C)CC3,27,-12,34,-2,58*,76*,16,45
COc1cc(NC(=O)C2CCC(CNS(=O)(=O)c3csc(C(N)=O)c3)CC2)cc(OC)c1 (stereo unspecified),-10,-5,-6,1,17,19,4,2
Cc1ccc2[nH]c(=O)c(CN(Cc3ccccc3)Cc3nnnn3C3CCCC3)cc2c1,3,5,-2,-5,-6,-76,27,26
Cc1cc(C)c(NC(=O)CSc2nnc(CNC(=O)c3ccco3)o2)c(C)c1,-13,0,-9,2,7,4,4,-16
O=C(N1CCN(c2ccccn2)CC1)N1c2ccccc2Sc2ccccc21,-3,-1,-3,1,-4,-7,8,-8
COc1ccc(NS(=O)(=O)c2cccc(NC(=O)COc3ccccc3[N+](=O)[O-])c2)cc1,3,1,-5,0,-15,5,0,-2
O=C(c1c[nH]c2ccccc2c1=O)N1CCCCCC1,5,-1,2,-2,13,9,1,-7
Cc1ccc(-c2noc(CNc3ccccc3)n2)cc1,-1,15,-3,-1,20,23,3,-11
